Assay outcomes deposited in PubChem BioAssay by Broad Institute.
C2C12 statin = suppressors of statin myotoxicity in C2C12 myotubes, primary screen, cell-based, single point, plate reader; 330,000 compounds, 0.78% hits; rescue of ATP level, % at 7.49 µM; C2C12 myotubes + simvastatin, ATP luminescence, 48 h; scaled: DMSO 0, geranylgeraniol control 100;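 active = mean ATP rescue above about 67%, or every replicate alone reaching that limit, limit read from the data, passing the limit was not always enough; inconclusive = no clear call, values can overlap the other calls; inactive = mean under the limit and some replicate under it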;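 note: myotubes were challenged with 10 µM simvastatin during compound exposure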
DENV2 CPE rescue = inhibitors of DENV2 cytopathic effect, primary screen, cell-based, plate reader, single concentration | DENV2-infected cells, cytopathic effect rescue | CPE inhibition, % at 9.99 µM | 350,000 compounds, 1.7% hits; in the data active = CPE inhibition above about 20%, passing the limit was not always enough; inconclusive = no clear call, values can overlap the other calls; tested in BHK-21 cells;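 note: 0% = median of neutral control wells and 100% = median of positive control wells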
SIRT5 block = SIRT5 desuccinylase inhibitors, primary screen, biochemical, fluorescence imaging, single point, set 5. NAD-dependent protein deacylase sirtuin-5, mitochondrial (Homo sapiens), Q9NXA8. Purified SirT5, succinyl-peptide AMC, trypsin-coupled fluorescence. inhibition, % at 15 µM. 330,000 compounds, 1.1% hits. AID 652115, 2013; in the data active = inhibition above about 15%; inconclusive = no clear call, values can overlap the other calls
Target sequence (Q9NXA8 whole entry, looked up): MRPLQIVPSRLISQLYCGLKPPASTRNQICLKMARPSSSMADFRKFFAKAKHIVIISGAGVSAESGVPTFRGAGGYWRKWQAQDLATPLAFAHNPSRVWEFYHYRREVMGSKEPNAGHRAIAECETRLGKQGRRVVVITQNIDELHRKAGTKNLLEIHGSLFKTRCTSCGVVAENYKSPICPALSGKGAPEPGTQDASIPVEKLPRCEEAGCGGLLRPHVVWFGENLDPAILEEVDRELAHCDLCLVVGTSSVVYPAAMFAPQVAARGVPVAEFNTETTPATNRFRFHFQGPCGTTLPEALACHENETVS
PglD inh = C. jejuni PglD acetyltransferase inhibitors, primary screen, biochemical, DTNB colorimetric, single point; UDP-N-acetylbacillosamine N-acetyltransferase PglD (Campylobacter jejuni); purified PglD enzyme, DTNB colorimetric CoA detection; inhibition, % at 12.5 µM; 360,000 compounds, 0.098% hits; AID 602405, 2012; in the data active = inhibition above about 16%, passing the limit was not always enough; inconclusive = no clear call, values can overlap the other calls; note: strong numbers were not always called active
ERp5 block = inhibitors of ERp5-driven insulin aggregation, primary screen, biochemical, turbidity, absorbance 650 nm, single point | 90 min | 350,000 compounds, 0.05% hits | inhibition, % at 9.99 µM | AID 651711, 2012 | Protein disulfide-isomerase A6 (Homo sapiens), Q15084;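 active = mean replicate inhibition above about 25%, with every replicate also reaching it, limit read from the data, passing the limit was not always enough; inconclusive = only one of those two criteria met; inactive = neither criterion met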
S100A4 MyoIIA = inhibitors of S100A4-myosin IIA peptide binding, primary screen, biochemical, fluorescence polarization, TAMRA-MyoIIA peptide; Protein S100-A4 (Homo sapiens), P26447; 360,000 compounds, 0.14% hits; inhibition, % at 10.7 µM;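 active = mean inhibition of at least 70% across replicates, with every replicate also reaching that level; inconclusive = mean inhibition reaches 70% but some replicates fall short; inactive = mean inhibition below 70%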
Target sequence (P26447 whole entry, looked up): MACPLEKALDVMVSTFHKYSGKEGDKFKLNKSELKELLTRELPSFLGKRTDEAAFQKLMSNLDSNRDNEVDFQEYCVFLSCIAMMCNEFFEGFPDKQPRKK
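Material: human S100A4 monomer with TAMRA-labelled myosin IIA peptide; buffer or medium: HEPES pH 7.2 with CaCl2, KCl, NaCl, DTT, Triton; compound dosing: one concentration per compound; schedule: 5 min incubation before reading; benchmarks: neutral control DMSO, positive control TFP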
E-selectin induc = E-selectin induction in HUVECs, primary screen, imaging, HUVEC, immunofluorescence imaging, single point; 260,000 compounds, 0.37% hits; activation, % at 7.58 µM; normalized: neutral wells 0, TNF-alpha wells 100;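 active = mean E-selectin-positive cell signal at least 10% of the positive control, reached in at least 60% of replicates, without over 20% cell loss; inconclusive = no rule given, readout overlaps actives, possibly toxicity-flagged; inactive = the rest, including those meeting only one limit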;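 note: in these data hits start at about 27%; measured in HUVEC primary endothelial cells; signal is the percent of cells scored E-selectin positive by PE staining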
Target sequence (P16581 whole entry, looked up): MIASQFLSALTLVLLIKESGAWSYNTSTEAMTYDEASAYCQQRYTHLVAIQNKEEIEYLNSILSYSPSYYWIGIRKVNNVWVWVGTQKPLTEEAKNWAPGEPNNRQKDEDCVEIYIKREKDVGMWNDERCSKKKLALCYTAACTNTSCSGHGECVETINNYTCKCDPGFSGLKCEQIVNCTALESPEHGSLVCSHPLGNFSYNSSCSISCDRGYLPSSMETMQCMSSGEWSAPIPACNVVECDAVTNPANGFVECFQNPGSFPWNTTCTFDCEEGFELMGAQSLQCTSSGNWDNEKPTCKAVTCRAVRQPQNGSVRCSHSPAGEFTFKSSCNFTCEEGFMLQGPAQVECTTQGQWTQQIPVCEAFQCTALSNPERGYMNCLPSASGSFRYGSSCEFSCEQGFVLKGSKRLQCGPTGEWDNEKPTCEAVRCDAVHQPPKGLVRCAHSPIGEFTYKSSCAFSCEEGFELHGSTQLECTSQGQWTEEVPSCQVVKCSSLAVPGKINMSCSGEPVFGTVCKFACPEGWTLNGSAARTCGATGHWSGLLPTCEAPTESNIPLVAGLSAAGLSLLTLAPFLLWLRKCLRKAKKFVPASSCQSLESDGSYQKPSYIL
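Test system: HUVEC | Signal: Immunofluorescence imaging | Read-out: Percent E-selectin-positive cells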
Active calls of the source: *; ? = inconclusive; . = not tested or not shown.

SMILES	C2C12 statin	DENV2 CPE rescue	SIRT5 block	PglD inh	ERp5 block	S100A4 MyoIIA	E-selectin induc
C/C=C/c1ccc(OCCOc2ccc(C=O)cc2)c(OC)c1	.	0	-2	4	-1	5	-1.8
COCc1c(C#N)c(NCCc2ccc(F)cc2)nc(C)c1[N+](=O)[O-]	.	.	-7	.	-2	6	0.1
COc1ccc(CN(C)C(C)C(=O)Nc2ccc(S(=O)(=O)N3CCCCC3)cc2)c(OC)c1 (configuration not stated)	-4	-5	5	2	2	-5	-0.2
COC(=O)Cn1cc(/C=C/c2cc[n+](C)cc2)c2ccccc21	4	10	2	-12	3	-2	0.1
Nc1ncc([N+](=O)[O-])cc1S(=O)(=O)c1ccccc1	-4	-2	0	1	5	-3	-0.1
COc1ccc(NC(=O)Nc2nnc(-c3ccccc3F)s2)cc1	.	0	2	.	1	8	.
O=C(N/N=C/c1ccncc1)c1cccc(N/N=C/c2ccncc2)c1	.	-3	1	.	3	-4	.
CC(C)S(=O)(=O)c1csc(NC(=O)Nc2ccc(Cl)cc2)c1Cl	.	0	2	.	-2	13	0.7
CC(Sc1nnc(Cc2ccccc2)o1)C(=O)NC1(C#N)CCCCC1 (configuration not stated)	-1	0	-1	-3	6	-4	0.6
O=C(NCc1ccc(N2CCCC2=O)cc1)Nc1cccc(Cl)c1	2	0	-1	-2	2	0	.

Compound profiles (already shown). Values in the order: C2C12 statin | DENV2 CPE rescue | SIRT5 block | PglD inh | ERp5 block | S100A4 MyoIIA | E-selectin induc
CC(Sc1nnc(Cc2ccccc2)o1)C(=O)NC1(C#N)CCCCC1 (configuration not stated) is listed as -1 | 0 | -1 | -3 | 6 | -4 | 0.6
O=C(NCc1ccc(N2CCCC2=O)cc1)Nc1cccc(Cl)c1 is listed as 2 | 0 | -1 | -2 | 2 | 0 | .
COC(=O)Cn1cc(/C=C/c2cc[n+](C)cc2)c2ccccc21 is listed as 4 | 10 | 2 | -12 | 3 | -2 | 0.1
O=C(N/N=C/c1ccncc1)c1cccc(N/N=C/c2ccncc2)c1 is listed as . | -3 | 1 | . | 3 | -4 | .
CC(C)S(=O)(=O)c1csc(NC(=O)Nc2ccc(Cl)cc2)c1Cl is listed as . | 0 | 2 | . | -2 | 13 | 0.7

Remaining list, next part:
SMILES	C2C12 statin	DENV2 CPE rescue	SIRT5 block	PglD inh	ERp5 block	S100A4 MyoIIA	E-selectin induc
CCCNC(=O)N1C[C@@H](O)COC[C@H]2O[C@H](CC(=O)N3CCN(C)CC3)CC[C@@H]21	-3	7	6	-2	0	3	-0.1
C[C@H](CO)N1C[C@H](C)[C@H](CN(C)CC2CCCCC2)Oc2c(NC(=O)Nc3ccc(F)cc3)cccc2C1=O	7	-2	1	6	0	-11	-9.4
CCCC(O)(CCC)C(=O)NN1CCCCC1	.	1	-5	3	0	4	.
Cc1ccc(-n2cc(CNCCN3CCOC3=O)c(-c3cccc(C)c3)n2)cc1	.	20	-4	.	-1	-15	.
CCCCCn1c(=NC(=O)c2ccco2)c(C(=O)OCC)cc2c(=O)n3ccccc3nc21	-3	?	.	2	5	5	0.0
Cc1noc(C)c1NC(=O)N(C)C[C@H]1Oc2ccc(NS(=O)(=O)c3c(C)noc3C)cc2CC(=O)N([C@H](C)CO)C[C@@H]1C	-3	-6	-4	0	-3	19	0.0
CC(Oc1cccnc1[N+](=O)[O-])C(=O)Nc1ccc(Cl)cn1 (configuration not stated)	9	?	-2	6	-2	-4	.
Cc1ccc(C(O)c2ncc(-c3ccc(Cl)cc3)[nH]2)cc1F (configuration not stated)	-9	0	1	1	1	-5	0.5
N#Cc1ccc(-c2ccc([C@@H]3[C@H]4CN(C(=O)C5CCCC5)CC(=O)N4[C@H]3CO)cc2)cc1	.	-8	3	.	-1	-1	0.0
OCCOCCn1c(C(CO)Nc2nc(-c3ccc(F)cc3)cs2)nc2ccccc21 (configuration not stated)	9	-7	0	0	3	-13	0.1
OC[C@@H]1[C@@H](c2ccc(/C=C/c3ccccc3)cc2)[C@@H]2CN(Cc3cccnc3)CCCCN12	27	-15	2	1	-5	-4	-0.5
O=C(NNC(=O)c1ccc(Cl)cc1Cl)c1csc(-c2cccnc2)n1	2	-4	-2	-6	-5	-22	.
COCCCn1c(-c2cccs2)nc2nc3ccccc3nc21	.	-3	-20	-2	1	-1	43*
CCCC#Cc1ccc([C@H]2[C@H]3CN(S(C)(=O)=O)CCCCN3[C@H]2CO)cc1	-7	-4	0	-10	-5	3	-0.4
O=C1O[C@@H](c2ccccc2)[C@@H](c2ccccc2)N2[C@@H](c3ccc(O)cc3)[C@]3(C(=O)Nc4ccccc43)[C@@H](C(=O)N3CCCCCCC3)[C@H]12	.	18	3	-6	2	-22	.
OCC[C@@H]1C[C@H](O)[C@@H](O)[C@@]2(OCCCc3cc(C(F)(F)F)ccc32)O1	10	-2	0	-8	0	-1	0.0
Cc1ccc(S(=O)(=O)NCC(=O)OCCOc2cccc(Cl)c2)cc1	20	-3	-2	5	0	-6	-0.3
COC(=O)c1cccc(CN2C(=O)C(C)Oc3ccc(C)cc32)c1 (configuration not stated)	-43	4	.	-3	3	0	0.2
CSc1ccc(N/N=C(/C#N)S(=O)(=O)C(C)(C)C)cc1	.	0	-3	.	4	5	.
COCC(=O)Nc1ccc2c(c1)C(=O)N(C)C[C@@H](OC)[C@@H](C)CN(CC1CCCCC1)[C@@H](C)CO2	12	19	-1	-1	4	6	-0.3

Reprinted from the part before: four entries, then new ones.
SMILES	C2C12 statin	DENV2 CPE rescue	SIRT5 block	PglD inh	ERp5 block	S100A4 MyoIIA	E-selectin induc
Cc1ccc(S(=O)(=O)NCC(=O)OCCOc2cccc(Cl)c2)cc1	20	-3	-2	5	0	-6	-0.3
COC(=O)c1cccc(CN2C(=O)C(C)Oc3ccc(C)cc32)c1 (configuration not stated)	-43	4	.	-3	3	0	0.2
CSc1ccc(N/N=C(/C#N)S(=O)(=O)C(C)(C)C)cc1	.	0	-3	.	4	5	.
COCC(=O)Nc1ccc2c(c1)C(=O)N(C)C[C@@H](OC)[C@@H](C)CN(CC1CCCCC1)[C@@H](C)CO2	12	19	-1	-1	4	6	-0.3
COc1ccccc1C(=O)NC(=O)COC(=O)CCNS(=O)(=O)c1ccccc1	-7	1	-6	-3	-1	0	0.7
c1cc2c(cc1C1=NNC(=NC3CC3)SC1)OCCO2	-42	-3	1	.	6	3	0.0
COc1ccccc1-c1noc(-c2ccccc2C(=O)NCc2ccco2)n1	-10	.	-3	1	5	-3	.
CCc1c(C)nc2ncnn2c1N1CCC(C(=O)NCc2ccc3c(c2)OCO3)CC1	-21	.	-1	-7	6	-6	.
Cc1ccc(S(=O)(=O)N(Cc2nccn2C)C(C)C)cc1	-13	.	.	2	.	.	0.7
CCCn1c(=O)c2ccccc2n2c(SCC(N)=O)nnc12	-4	?	1	0	-1	0	.
COc1ccc(CN2CCN(C(=O)c3ccc(S(=O)(=O)N4CCCCCC4)cc3)CC2)cc1	-17	-9	-6	1	1	-6	.
CO[C@H]1CN(C)C(=O)c2ccc(NS(=O)(=O)c3ccc(C)cc3)cc2OC[C@H](C)N(C(=O)NC(C)C)C[C@@H]1C	.	12	3	.	-4	-1	0.1
COc1ccc(-c2csc(NC(=O)CSC(C)C(=O)Nc3cc(C)on3)n2)cc1OC (configuration not stated)	17	2	-2	-4	-11	0	1.8
Cc1ccc(CN(C)C(=O)c2c(C)nn(-c3ccccc3)c2C)cc1	-1	-2	1	.	3	1	.
CCOC(=O)c1ccc(NC(=O)c2ncn3c2C(=O)N[C@H](C)C3)cc1	-2	-3	-3	3	6	10	-0.2
C#CCOCCOCCOCCNc1nc(N2CCN(C(=O)[C@H](CCCCN)n3cc(CN)nn3)CC2)nc(N2CCN(C(=O)[C@H](CCCCN)n3cc(CN)nn3)CC2)n1	1	-14	-5	-2	-7	0	0.5
CC(=O)C1=C(O)CC(c2ccccc2)CC1=NCCc1c(C)[nH]c2ccc(C)cc12 (configuration not stated)	-8	?	-3	-2	6	-1	0.1
Cn1nnc2cc(NC(=O)Nc3ccccc3F)ccc21	-1	12	-4	1	4	-1	.
CCS(=O)(=O)N1CCC2(CC1)OCCN2S(=O)(=O)c1ccc(OC)cc1	8	8	0	8	-2	13	.
O=C(C[C@@H]1C=C[C@@H](NC(=O)c2cccc(F)c2)[C@@H](CO)O1)Nc1nccs1	15	17	1	12	3	-4	0.7
CC(=O)c1cccc(NC(=O)c2ccc(-c3ccccc3[N+](=O)[O-])o2)c1	4	.	.	2	.	.	-0.4
CCOc1ccc(-c2c(C(=O)N/N=C/c3cccnc3)nnn2-c2nonc2N)cc1	4	3	-8	0	-2	0	.
NS(=O)(=O)c1ccc(NC(=O)C2C3C=CC(C3)C2C(=O)O)cc1 (configuration not stated)	5	7	1	-3	1	-1	.
Cc1c(C(=O)NC2CCN(Cc3ccccc3)C2)oc2c(Cl)cccc12 (configuration not stated)	15	4	-4	2	0	-2	0.2

A few values from the list.
PglD inh result of `CCOC(=O)c1ccc(NC(=O)c2ncn3c2C(=O)N[C@H](C)C3)cc1` = 3
E-selectin induc result of `CC(=O)C1=C(O)CC(c2ccccc2)CC1=NCCc1c(C)[nH]c2ccc(C)cc12` (configuration not stated) = 0.1

Next structures.
SMILES	C2C12 statin	DENV2 CPE rescue	SIRT5 block	PglD inh	ERp5 block	S100A4 MyoIIA	E-selectin induc
Cc1ccc(OCC(=O)Nc2nnc(S(=O)(=O)N3CCCCCC3)s2)cc1C	-3	-6	0	2	-1	-6	0.1
C[C@@H]1CNC(=O)c2c(C(=O)Nc3cccc(Cl)c3)ncn21	2	?	-4	-4	3	0	0.1
Cc1cc(NC(=S)Nc2cccnc2)ccc1Br	10	-1	-1	6	-1	0	4.0
N#Cc1c(N)[nH]c(C(=O)c2ccccc2)c1-c1ccc(Cl)cc1	.	4	0	.	-3	-8	.
Cc1cccc(S(=O)(=O)NCCNS(=O)(=O)c2cccc(C)c2)c1	2	?	-1	1	1	0	0.4
Cn1cnnc1SCC(=O)Nc1ccc(S(=O)(=O)N2CCOCC2)cc1	-7	?	-6	-2	-2	3	-0.4
COc1ccccc1C(=O)NC(=O)COC(=O)CNC(=O)c1ccccc1	-1	2	5	4	0	-1	.
COc1ccc2c3c(n(C)c2c1)[C@H](CO)N(C(=O)Nc1ccc(F)cc1)CC31CN(Cc2ccccn2)C1	.	-4	2	.	-1	1	0.4
O=C(Nc1ccc(S(=O)(=O)Nc2ncccn2)cc1)c1ccc(Cl)c([N+](=O)[O-])c1	10	1	13	-5	2	3	0.1
COCCNc1nnc(Cc2ccc(OC)c(OC)c2)c(=O)[nH]1	-2	-1	-5	4	1	-2	0.2
O=C(CNCc1ccc(F)cc1)Nc1ccc(S(=O)(=O)N2CCOCC2)cc1	1	1	-2	0	3	0	.
Cc1cc(Br)c(NC(=O)CSc2n[nH]c(N)n2)c(Br)c1	-1	-6	0	-1	1	1	.
COCC1CCCN(C(=O)c2ccc3oc(C(C)C)nc3c2)C1 (configuration not stated)	1	-5	-5	3	1	-3	-0.2
O=C(Cn1c(Cn2c(-c3cnccn3)nc3ccccc32)nc2ccccc21)c1ccc(OC(F)(F)F)cc1	.	-3	-2	.	5	-2	7.4

A portion of the library; rates above refer to the full screens.
